# M. tuberculosis – growth inhibition of non-replicating M. tuberculosis (AID 488890); hit rate 0.39% among 320,000; Mycobacterium tuberculosis non-replicating, growth inhibition; higher % means a stronger effect; inhibition, % at 25 µM, or IC50 in µM where a hit was titrated; in the data active = a potency from the dose series; inconclusive = inhibition mostly from about 82% at the one dose, without a potency; inactive = the rest, 99 in 100 with inhibition below about 76%;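 note: plate controls were DMSO cells for no effect and high antibiotic wells for full effect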
# H1N1 NS1A inhibition – H1N1 influenza NS1A inhibitors, functional cell based assay (AID 504329) | inhibition, % at 12.5 µM; hits with a dose series show IC50 in µM | hit rate 0.3% among 340,000 | NS1A functional cell-based assay, percent inhibition; higher % means a stronger effect; in the data active = a potency from the dose series; inconclusive = inhibition above about 27% without an active follow-up result; note: strong numbers were not always called active
# H37Rv inhibition – M. tuberculosis growth inhibition, HTS (AID 449762); one-dose inhibition, % at 25 µM; IC50 in µM for titrated hits; hit rate 0.59% among 330,000; M. tuberculosis H37Rv growth inhibition, 7H9 media; higher % means a stronger effect; in the data active = a potency from the dose series; inconclusive = inhibition above about 70% without an active follow-up result;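 note: bacterial growth assessed after seven days of incubation; strong numbers were not always called active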
# VEEV TC-83 Vero – inhibitors of VEEV TC-83 cytopathic effect, confirmation, Vero cells (AID 588727); Vero cells, VEEV TC-83 cytopathic effect inhibition; higher % means a stronger effect; inhibition, % at 20 µM, or IC50 in µM where a hit was titrated; hit rate 0.13% among 350,000; in the data active = a potency from the dose series; inconclusive = inhibition mostly from about 14% at the one dose, without a potency; inactive = the rest, 99 in 100 with inhibition below about 12%; note: strong numbers were not always called active
# PhoP GFP inhibition – PhoP regulon inhibitors, Salmonella typhi PhoP promoter GFP reporter, confirmatory (AID 1850); Salmonella Typhi PhoP-promoter GFP reporter, fluorescence, 4 h; higher % means a stronger effect; inhibition, % at 50 µM, or IC50 in µM where a hit was titrated; hit rate 0.33% among 310,000; in the data active = a potency from the dose series; inconclusive = inhibition mostly from about 25% at the one dose, without a potency; inactive = the rest, 99 in 100 with inhibition below about 19%;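 note: 0% = induced wells with vehicle and 100% = uninduced wells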
# VEEV TC-83 Vero 10K pilot screen – further read-out of VEEV TC-83 Vero, marked with its call; inhibition, %; measured here: 10K pilot screen inhibition
# * = called active by the depositor; i = inactive; ? = inconclusive; nt = not tested or not shown. Compounds as they come, and some 1.6% of all compounds hit somewhere here.
SMILES,M. tuberculosis,H1N1 NS1A inhibition,H37Rv inhibition,VEEV TC-83 Vero,PhoP GFP inhibition,others
Cc1ccc(C(=O)/C=C/c2cc(C#N)n(C)c2C)cc1,26%,2%,-3%,0.8%,1%,
O=C(NCCCN1CCOCC1)C1COc2ccccc2O1 (stereo unspecified),-12%,1%,-3%,1.4%,-2%,VEEV TC-83 Vero 10K pilot screen=0.3
Cc1ccc(S(=O)(=O)N2C[C@@H]3CCCC[C@@H]3[C@@H](C)[C@H]2c2cn(Cc3ccccc3)c3ncccc23)cc1,nt,-15%,nt,i,nt,
CN1C2=CC=CC=CC2=[N+](C)C12C([N+](=O)[O-])=CC(=[N+]([O-])[O-])C=C2[N+](=O)[O-] (stereo unspecified),16%,nt,16%,i,-3%,
Fc1ccc(Cn2c(-c3cscn3)nc3ccccc32)c(Cl)c1,5%,26%,-3%,0.5%,4%,
Cc1ccc(-c2c3c(nc4sc(C(N)=O)c(N)c24)CCCC3)o1,7%,7%,9%,2.8%,-17%,
Cc1ccc(/C=C2/C(=O)NC(=O)N(CCc3ccc(F)cc3)C2=O)s1,i,-3%,-2%,i,-3%,
O=C(O)c1ccc2nc(-c3ccccc3)sc2c1,21%,-2%,3%,0.2%,-16%,
O=C(NCCCN1CCOCC1)c1cnn2c(-c3ccccc3)cc(-c3ccccc3)nc12,69%,1%,?,i,-4%,
CCCN1CCC(=O)N(CCN=[N+]=[N-])CC1,8%,6%,-5%,i,0%,
CN1CC(c2ccccc2)C2(COc3ccccc3C2=O)C12C(=O)Nc1ccccc12 (stereo unspecified),7%,7%,-16%,5.6%,-4%,
COc1ccc(-c2c(C)nn3c(N4CCC(C(=O)NCCN(C)C)CC4)cc(C)nc23)cc1OC,16%,-1%,-2%,1.4%,-2%,
O=C(CN1CCN(C(=O)c2cccc(F)c2)CC1)NC1CCCCC1,-9%,nt,-5%,nt,1%,
COc1cc(/C=C(\C#N)C(=O)NC(C)C)ccc1OCc1ccc(C(=O)O)cc1,11%,-5%,3%,1.2%,-8%,
Cc1ccc(-c2cc(C(F)F)n3ncc(C(=O)Nc4c(C)nn(Cc5ccccc5Cl)c4C)c3n2)cc1,1%,4%,?,i,-4%,
C=CC[N+]1(CC(=O)NCc2ccc(NC(C)=O)cc2)CCOCC1,40%,-8%,1%,7.9%,-3%,
CCCCN(C(=O)c1oc2ccc(OCC)cc2c1C)c1c(N)n(CCCC)c(=O)[nH]c1=O,20%,2%,5%,0.8%,-2%,
C=CCN1c2ccccc2C(=O)C(C)S1(=O)=O (stereo unspecified),nt,0%,nt,0.4%,nt,
CS/C(=N\S(=O)(=O)c1ccc(N)cc1)NS(=O)(=O)c1cccs1,-3%,4%,0%,2.1%,1%,VEEV TC-83 Vero 10K pilot screen=0.7
CCCCC1(Cc2cccc([N+](=O)[O-])c2)C(=O)N(c2ccccc2)N(c2ccccc2)C1=O,18%,14%,-3%,4.0%,-1%,
COc1ccc(C2CC(c3cccs3)=NN2C(=O)CSc2nc(=O)n3ccccc3n2)cc1 (stereo unspecified),-13%,-1%,5%,9.1%,6%,
CCCN1CCCc2cc(CN)ccc21,45%,19%,-8%,i,-33%,
CC1CC(C(F)(F)C(F)(F)F)n2nc(C(=O)O)cc2N1 (stereo unspecified),-1%,-7%,2%,0.1%,-5%,
CCN(CC(=O)Nc1c(F)cccc1F)C(=O)Cc1c[nH]c2ccccc12,-10%,-13%,-2%,3.0%,nt,
Cc1ccc(SC/C(O)=C(\C#N)c2nc3ccccc3s2)cc1,?,-2%,1%,5.6%,-3%,
Cc1ccc(-n2c(-c3nn(C)c(C)c3Cl)n[nH]c2=S)cc1,-20%,7%,-12%,0.3%,2%,
COc1ccccc1Nc1nc(N)nc(-c2oc3ccccc3c2C)n1,4%,0%,-3%,0.4%,-1%,
CN(CC(=O)Nc1ccccc1Cl)CC(=O)Nc1cccc2ccccc12,7%,-2%,2%,7.9%,nt,
COc1ccc(CC(=O)Nc2nnc(C(C)C)s2)cc1OC,-6%,-4%,?,0.3%,-8%,
COc1ccc(-c2noc(CCC(=O)Nc3ccc4c(c3)OCCO4)n2)cc1,?,-5%,?,1.8%,6%,
CCOC(=O)c1c(C#N)cnn1-c1ccc(C)cc1,3%,-6%,-2%,0.6%,5%,
CCc1ccc(S(=O)(=O)N2CCN(c3ccccc3OC)CC2)cc1,43%,-21%,16%,0.7%,1%,
COc1ccc(-c2nc(CS(=O)CC(=O)NCCCN3CCOCC3)c(C)o2)cc1OC (stereo unspecified),-17%,17%,-8%,0.8%,-6%,
COc1cc(OC)c(CN2CCC(Cc3ccccc3)CC2)cc1Br,36%,-21%,7%,i,-5%,
O=C1C(Cc2ccccc2O)NC(=S)N1c1ccccc1 (stereo unspecified),34%,-5%,4%,4.1%,6%,
O=C(Cn1nnc(-c2ccncc2)n1)Nc1ccc2c(c1)CCC2,1%,3%,3%,2.1%,-4%,

# Five compounds already listed, sorted by count of non-hydrogen atoms, lowest first.
SMILES,M. tuberculosis,H1N1 NS1A inhibition,H37Rv inhibition,VEEV TC-83 Vero,PhoP GFP inhibition,others
Cc1ccc(-n2c(-c3nn(C)c(C)c3Cl)n[nH]c2=S)cc1,-20%,7%,-12%,0.3%,2%,
CCc1ccc(S(=O)(=O)N2CCN(c3ccccc3OC)CC2)cc1,43%,-21%,16%,0.7%,1%,
COc1ccccc1Nc1nc(N)nc(-c2oc3ccccc3c2C)n1,4%,0%,-3%,0.4%,-1%,
COc1ccc(-c2noc(CCC(=O)Nc3ccc4c(c3)OCCO4)n2)cc1,?,-5%,?,1.8%,6%,
COc1ccc(-c2nc(CS(=O)CC(=O)NCCCN3CCOCC3)c(C)o2)cc1OC (stereo unspecified),-17%,17%,-8%,0.8%,-6%,

# Next part:
SMILES,M. tuberculosis,H1N1 NS1A inhibition,H37Rv inhibition,VEEV TC-83 Vero,PhoP GFP inhibition,others
COC(=O)[C@H](C)NC(=O)Nc1ccc(Oc2ccccc2)cc1,7%,5%,-2%,i,10%,
O=C(NCCc1ccccc1)C1CC(=O)N(CCc2ccccc2)C1 (stereo unspecified),0%,6%,-3%,2.1%,2%,
Cc1c(NC(=O)/C=C/c2cn(-c3ccccc3)nc2-c2ccc(F)cc2)c(=O)n(-c2ccccc2)n1C,6%,2%,-2%,4.8%,-15%,
Cc1cc(C)cc(C(=O)NC(=S)Nc2ccc3c(c2)OCCO3)c1,27%,19%,10%,4.0%,-6%,
COC(=O)/C=C/c1ccc(OC(=O)c2ccncc2)cc1,46%,-1%,-15%,0.6%,8%,
Cc1ccnc(N=Cc2nc(-c3ccccc3Br)oc2O)c1,65%,-8%,2%,0.4%,-3%,
CCOC(=O)N1CCC(NC(=O)c2cc3c(-c4ccccc4F)nn(C)c3s2)CC1,-34%,-5%,-5%,8.0%,-2%,
CCOC(=O)C1=C(COC(=O)/C=C/c2ccc(O)c(OC)c2)NC(=O)NC1C (stereo unspecified),19%,-7%,0%,6.4%,nt,
CCS(=O)(=O)N1Cc2ccccc2CC1C(=O)Nc1nnc(SCc2c(Cl)cccc2Cl)s1 (stereo unspecified),8%,12%,6%,0.2%,-5%,
Cn1c(=O)c2c(-c3ccccc3)n(C3CCCCC3)cc2n(C)c1=O,30%,-18%,69%,i,2%,
CCOCc1c(C(=O)Nc2ccc(OC)nc2)oc2ccccc12,5%,-1%,2%,7.1%,-4%,
COCCCNC(NC(=O)c1ccc(C)cc1)C(Cl)(Cl)Cl (stereo unspecified),14%,2%,-12%,i,-1%,

# In the list so far, two contain a nitro group on carbon.
SMILES,M. tuberculosis,H1N1 NS1A inhibition,H37Rv inhibition,VEEV TC-83 Vero,PhoP GFP inhibition,others
CN1C2=CC=CC=CC2=[N+](C)C12C([N+](=O)[O-])=CC(=[N+]([O-])[O-])C=C2[N+](=O)[O-] (stereo unspecified),16%,nt,16%,i,-3%,
CCCCC1(Cc2cccc([N+](=O)[O-])c2)C(=O)N(c2ccccc2)N(c2ccccc2)C1=O,18%,14%,-3%,4.0%,-1%,

# Continued:
SMILES,M. tuberculosis,H1N1 NS1A inhibition,H37Rv inhibition,VEEV TC-83 Vero,PhoP GFP inhibition,others
COC(=O)CC1Sc2ccccc2NC1=O (stereo unspecified),0%,2%,0%,i,4%,VEEV TC-83 Vero 10K pilot screen=0.0
O=C(c1ccc(Cn2cc([N+](=O)[O-])cn2)o1)N1CCCC1,nt,-10%,nt,i,nt,
CC1=NNC(=O)C1CCC(=O)N/N=C\c1ccccc1[N+](=O)[O-] (stereo unspecified),-2%,3%,-4%,i,1%,
Cc1cc(NC(=O)c2sc(Nc3ccc(F)cc3)nc2N)no1,10%,-4%,-1%,2.4%,0%,
CN(C)C(=O)CSc1nnc(-c2cc(-c3cccs3)nc3ccccc23)o1,14%,-5%,0%,11%,-9%,
CC(O)CN1CC(O)=C(c2nc3ccccc3s2)C1=N (stereo unspecified),4%,-2%,9%,0.8%,-10%,
CC1CC(C)CN(S(=O)(=O)c2ccc(C(=O)N(C)Cc3ccccc3)cc2)C1 (stereo unspecified),25%,-8%,-8%,4.8%,nt,
O=C(CCNC(=O)c1ccc(Cl)cc1)NCCC1=CCCCC1,24%,4%,-1%,5.5%,-4%,
O=C(OCC1OC(n2cnc3c(N(C(=O)c4ccccc4)C(=O)c4ccccc4)ncnc32)C(O)C1F)c1ccccc1 (stereo unspecified),10%,1%,1%,7.1%,-4%,
Cc1cccc(C=CC(=O)c2ccc(Cl)cc2)c1,nt,-1%,nt,12%,nt,
CCCCOCCCn1c(-c2ccco2)nc2nc3ccccc3nc21,19%,-1%,95µM*,9.3%,-11%,
COc1ccc(C(=O)NCc2n[nH]c(=S)n2-c2ccccc2)cc1OC,53%,5%,-5%,i,1%,
CC(=O)Nn1c(COc2ccccc2C)nc2ccccc2c1=O,-1%,-10%,-10%,2.6%,-15%,
Nc1ncnc2c1ncn2[C@@H]1O[C@H](CNCc2cccc(C#Cc3ccccc3)c2)[C@@H](O)[C@H]1O,nt,-10%,nt,8.3%,nt,
CCCSC1=N/C(=C\c2ccc3c(c2)OCO3)C(=O)S1,?,7%,?,6.5%,-2%,
COc1ccc(OCc2nnc3n2N=C(c2ccc(C)cc2)CS3)cc1,25%,4%,-6%,1.9%,19%,
Cn1c(=O)cc(OCC(=O)NCCC2=CCCCC2)c2ccccc21,25%,6%,4%,0.2%,-6%,

# High-throughput results as filed in PubChem.
